# PPC-1+TRAIL kill: compounds killing PPC-1 cancer cells with TRAIL present, primary screen, TRAIL potentiator project, ATPLite luminescence, uHTS. PPC-1 cells + TRAIL, ATPLite viability luminescence. cell killing (% activity), % at 4 µM. 220,000 compounds, 0.41% hits;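 active = cell killing above 50% in the first pass at 4 µM, then a duplicate retest at 5 µM averaging 50% or more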;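 note: plate controls were cells with TRAIL plus DMSO for no effect and medium-only wells lacking cells for full effect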
# CHOP inh: inhibitors of CHOP promoter induction, primary screen, cell-based, unfolded protein response, luciferase reporter. CHO-K1 CHOP-promoter luciferase, tunicamycin-induced, 15-18 h. inhibition, % at 10 µM. 220,000 compounds, 3.8% hits;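 active = compounds that reduced the stress-induced luciferase reporter signal by more than about 70% of percent inhibition, limit read from the data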;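 note: 0% = tunicamycin plus vehicle and 100% = wells without tunicamycin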
# NPY-Y1 antag: NPY-Y1 receptor antagonists, primary screen, cell-based. Neuropeptide Y receptor type 1 (Homo sapiens), P25929. HEK293-CNG Y1 cells, membrane potential fluorescence; NPY at EC95, then isoproterenol. inhibition, % at 3.6 µM. 200,000 compounds, 1% hits;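 active = inhibition above the campaign mean inhibition of all tested compounds plus 3 SD, cut at about 20% in these data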;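 note: 0% = DMSO wells given NPY plus isoproterenol and 100% = isoproterenol alone without NPY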
# Target sequence (P25929 whole entry, looked up): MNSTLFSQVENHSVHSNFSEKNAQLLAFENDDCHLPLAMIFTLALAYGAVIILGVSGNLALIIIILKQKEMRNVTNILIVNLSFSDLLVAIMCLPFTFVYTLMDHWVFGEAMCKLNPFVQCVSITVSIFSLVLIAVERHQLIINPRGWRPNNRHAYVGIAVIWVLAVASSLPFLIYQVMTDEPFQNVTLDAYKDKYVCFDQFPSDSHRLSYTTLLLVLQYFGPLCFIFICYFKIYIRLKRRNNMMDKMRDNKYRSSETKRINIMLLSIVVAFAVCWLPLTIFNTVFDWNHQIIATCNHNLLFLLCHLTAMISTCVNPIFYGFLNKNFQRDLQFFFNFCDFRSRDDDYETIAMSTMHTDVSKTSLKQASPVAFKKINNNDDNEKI
#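 System: HEK293 cells with Y1 receptor plus CNG channel / Probe or stimulus: NPY 25 nM then isoproterenol 1 µM plus Ro 20-1724 25 µM / Compound: one concentration, 3.6 µM, in 0.4% DMSO / Schedule: compound incubation 1 h at room temperature, readout 45 min post-stimulation / Measured by: membrane potential fluorescence / Read-out: % inhibition of NPY effect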
# EP2 antag: human EP2 receptor antagonists, primary screen, TR-FRET cAMP, C6 glioma cells; 260,000 compounds, 0.52% hits; AID 1422, 2008; inhibition, % at 25 µM; Prostaglandin E2 receptor EP2 subtype (Homo sapiens), P43116; C6 glioma cells expressing human EP2; cells stimulated with saturating PGE2;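 active = percent inhibition above 40 after rounding to a whole number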;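 note: rat C6 glioma host cells with rolipram phosphodiesterase inhibitor present; the protocol text gives 20 µM as final concentration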
# Target sequence (P43116 whole entry, looked up): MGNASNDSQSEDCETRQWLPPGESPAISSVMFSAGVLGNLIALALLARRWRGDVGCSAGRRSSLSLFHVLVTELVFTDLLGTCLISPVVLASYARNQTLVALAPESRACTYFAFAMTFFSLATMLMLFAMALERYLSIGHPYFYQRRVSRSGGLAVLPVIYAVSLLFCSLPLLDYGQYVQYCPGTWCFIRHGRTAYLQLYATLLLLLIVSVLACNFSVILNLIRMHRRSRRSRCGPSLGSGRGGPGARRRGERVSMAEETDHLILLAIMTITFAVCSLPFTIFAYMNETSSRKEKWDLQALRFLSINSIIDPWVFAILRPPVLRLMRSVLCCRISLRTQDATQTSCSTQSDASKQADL
# zfTRPN1 agonist: zebrafish TRPN1 channel agonists, primary screen, cell-based, HEK293, calcium fluorescence; transient receptor potential cation channel N1 (TRPN1/NompC), Danio rerio; HEK293 zebrafish TRPN1-YFP, Fluo-8 calcium fluorescence; 100% = response to 87 µM carbachol; activation, % at 3 µM; 220,000 compounds, 0.18% hits; AID 1424, 2008;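 active = activation above its plate's cutoff, the mean activation of test wells on that plate plus 3 SD, cut at about 19% in these data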;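 note: 0% = DMSO alone and 100% = 87 µM carbachol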
#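 Material: zebrafish TRPN1-YFP in HEK293 cells; Doses: single test compound dose, 3 µM nominal, 0.3% DMSO; Timing: dye loading 1 h at 37 °C, then 30 min room temperature; Technique: intracellular calcium fluorescence with Fluo-8; Benchmarks: high carbachol 87 µM, low DMSO alone.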
# EP2 mod: EP2 receptor modulators, cAMP readout, primary screen, cell-based, HTRF cAMP, PGE2 stimulation | Prostaglandin E2 receptor EP2 subtype (Homo sapiens), P43116 | EP2-expressing cells, cAMP HTRF FRET, PGE2 co-stimulation | induction, % at 25 µM | 260,000 compounds, 0.83% hits | AID 940, 2007;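 active = compounds whose cAMP rise, as percent of the full-agonist control response, exceeds 60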;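 note: rat C6 glioma line stably carrying human EP2 under a CMV promoter; the protocol text gives 20 µM as final concentration; 100% = response of wells given 1 µM PGE2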
# TRPML3 agonist: human TRPML3 channel agonists, primary screen, cell-based, HEK293 TRPML3-YFP, Fluo-8 calcium fluorescence, 3 µM | Mucolipin-3 (Homo sapiens), Q8TDD5 | 100% = the carbachol control signal | activation, % at 3 µM | 220,000 compounds, 0.29% hits | AID 1448, 2008;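 active = activation above its plate's cutoff, the mean activation of the plate's test wells plus 3 SD, cut at about 12% in these data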;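 note: 0% = DMSO only wells and 100% = carbachol wells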
#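 system = HEK293 cells stably carrying human TRPML3-YFP | doses = one concentration, 3 µM nominal, 0.3% DMSO | timing = dye loading 1 h 37 °C then 30 min ambient, 125 s read | detection = Fluo-8 calcium dye fluorescence, ex 470-495, em 515-575 nm | benchmarks = high control carbachol 87 µM, low control DMSO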
# NPY-Y1 PAM-ag: NPY-Y1 receptor potentiators or agonists, primary screen, cell-based; activation, % at 3.6 µM; NPY-Y1 expressing cells, potentiator/agonist activation; 220,000 compounds, 0.37% hits; AID 1304, 2008; Neuropeptide Y receptor type 1 (Homo sapiens), P25929; in the data active = activation above about 33%, passing the limit was not always enough;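 note: cells stimulated with NPY at EC10 then isoproterenol at EC100; 0% = low agonist plus stimulus and 100% = saturating agonist plus stimulus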
# 14-3-3 Bad PPI: inhibitors of 14-3-3 zeta/Bad binding, primary screen, biochemical, TR-FRET, bovine 14-3-3 zeta | TR-FRET 14-3-3zeta/Dy647-pBad peptide displacement, 1 h | inhibition, % at 21.7 µM | AID 781, 2007 | 14-3-3 protein zeta/delta (Bos taurus), P63103 | 220,000 compounds, 0.71% hits;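 active = inhibition above about 70%, limit read from the data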;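 note: 0% = full 14-3-3 plus peptide FRET controls and 100% = background without 14-3-3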
# Target sequence (P63103 whole entry, looked up): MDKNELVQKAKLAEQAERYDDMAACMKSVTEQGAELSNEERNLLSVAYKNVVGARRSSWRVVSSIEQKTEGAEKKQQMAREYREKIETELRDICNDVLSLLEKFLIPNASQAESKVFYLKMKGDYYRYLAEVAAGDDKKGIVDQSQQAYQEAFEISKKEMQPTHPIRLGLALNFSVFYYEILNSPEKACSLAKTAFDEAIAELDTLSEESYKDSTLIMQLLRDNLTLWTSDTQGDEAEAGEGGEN
# * marks the source's active call; other numbers are inactive results; · = not tested or not shown; [ ] = remark or other dose. These rows are one share of the data, so the mix of outcomes need not match the whole.
SMILES,PPC-1+TRAIL kill,CHOP inh,NPY-Y1 antag,EP2 antag,zfTRPN1 agonist,EP2 mod,TRPML3 agonist,NPY-Y1 PAM-ag,14-3-3 Bad PPI
CCOc1ccc(N2C(=O)/C(=C/c3cc(OC)c(OC)c(OC)c3)N(CC(=O)OC)C2=S)cc1,24,-17,-4,23,-0.8,15,0.1,9,-3
COc1ccc(C(=O)N/C(=C/c2cccs2)c2nc3ccccc3[nH]2)cc1OC,-11,-8,-2,15,1.4,8,0.3,-16,4[fluorescence artefact?]
Cc1nc(N2CCN(Cc3ccccc3)CC2)nc2c1C(=O)CC(c1ccco1)C2 (configuration not stated),7,16,5,4,-1.6,-14,-0.4,-14,0
COc1ccc(OCCSc2nnc(CCNC(=O)c3ccc(Cl)c(Cl)c3)n2C)cc1,10,-43,4,7,-0.5,-29,-0.1,-23,4
COc1ccc(N2CC(C(=O)Nc3ccc(S(=O)(=O)Nc4nc(C)cc(C)n4)cc3)CC2=O)cc1 (configuration not stated),3,27,-2,9,1.3,-5,-0.1,13,5[fluorescence artefact?]
O=C1CN(C(=O)c2cc3ccccc3oc2=O)C(c2ccccc2)c2cc(F)ccc2N1 (configuration not stated),7,-8,4,4,0.7,-7,1.6,-17,10
N#CNC1=NCN(CCc2ccccc2)CN1,-19,-33,0,13,1.5,-8,0.9,-3,0
CCOC(=O)C(NCCOC)(NC(C)=O)C(F)(F)F (configuration not stated),8,11,·,6,0.7,13,1.0,4,4
CCOC(=O)Cn1cc(/C=C(/C#N)C(=O)NC(C)C)c2ccccc21,6,-7,-5,8,-1.3,-11,-0.3,8,-7
CCOC(=O)c1c(C)nc2sc(C(=O)Nc3ccccc3)c(N)c2c1-c1ccc(OC)cc1,1,2,7,23,-0.7,-8,0.9,-13,7[fluorescence artefact?]
Cc1ccc(NC(=O)Cn2nnc(-c3ccccc3NC(=O)c3cccs3)n2)cc1,-2,·,4,29,-0.8,5,-0.5,13,-14[fluorescence artefact?]
COc1ccc(N2CCN(CCNC(=O)C3CC(=O)N(C4CCCC4)C3)CC2)cc1 (configuration not stated),17,15,-2,8,1.2,27,1.1,6,1
O=S(=O)(NCc1ccc(Cl)cc1)c1cnc[nH]1,35,33,1,10,2.1,4,1.3,3,0
COc1ccccc1CC(NC(C)=O)C(=O)NC1CCN(C(=O)Nc2ccccc2Cl)CC1 (configuration not stated),-10,-28,3,5,1.8,-4,0.9,4,-1
CCOC(=O)c1sc2nc3c(cc2c1N)COC(C(C)C)C3 (configuration not stated),20,39,-7,5,0.2,7,0.4,15,11

# Two entries from above, with tabs:
SMILES	PPC-1+TRAIL kill	CHOP inh	NPY-Y1 antag	EP2 antag	zfTRPN1 agonist	EP2 mod	TRPML3 agonist	NPY-Y1 PAM-ag	14-3-3 Bad PPI
COc1ccc(N2CC(C(=O)Nc3ccc(S(=O)(=O)Nc4nc(C)cc(C)n4)cc3)CC2=O)cc1 (configuration not stated)	3	27	-2	9	1.3	-5	-0.1	13	5[fluorescence artefact?]
Cc1nc(N2CCN(Cc3ccccc3)CC2)nc2c1C(=O)CC(c1ccco1)C2 (configuration not stated)	7	16	5	4	-1.6	-14	-0.4	-14	0

# (cont.)
SMILES,PPC-1+TRAIL kill,CHOP inh,NPY-Y1 antag,EP2 antag,zfTRPN1 agonist,EP2 mod,TRPML3 agonist,NPY-Y1 PAM-ag,14-3-3 Bad PPI
O=C(CN1CCOCC1)N/N=C/C(Br)=C\c1ccccc1,20,-22,1,12,0.9,-38,0.3,3,7
O=C(Nc1cccc(NC(=O)c2ccc(Br)o2)n1)c1ccc(Br)o1,9,18,14,15,0.6,-18,1.1,-32,75*
O=C(Nc1ccc(Oc2ccccc2)cc1)c1ccco1,22,3,-4,21,0.1,-3,1.2,-1,9
CCC1CCCCN1Cc1nc2c(c(=O)n(C)c(=O)n2C)n1CCC(C)C (configuration not stated),21,·,1,14,-0.1,·,0.7,2,·
Cc1cccc(C(P(=O)(c2ccccc2)c2ccccc2)P(=O)(c2ccccc2)c2ccccc2)n1,-1,-13,9,3,-2.5,4,-0.2,10,2
COC1CCCCC1Nc1ccc(C)c(C)c1 (configuration not stated),23,13,0,17,0.8,35,0.5,-4,59
Cc1cc(C(=O)NCCCN2CCCC2=O)no1,33,19,7,2,-0.5,24,1.0,5,0
Cc1ccc(C)c(N2CCN(C(=O)C(Cc3ccccc3)n3cccc3)CC2)c1 (configuration not stated),-4,64,25*,11,0.0,37,-0.4,-23,9
CCOc1cc(C2CC(=O)c3c(ccc4ccccc34)N2)ccc1O (configuration not stated),-5,-2,4,8,0.7,13,1.4,12,30
O=c1c(/C=N/OCc2ccc(Cl)cc2Cl)c[nH]n1-c1cccc(Cl)n1,14,0,5,-1,2.0,-43,3.3,0,-16
Cc1ccc(C)c(Nc2ccc(C(=O)NCCc3ccccc3)cn2)c1,20,13,7,13,-0.7,-78,-0.2,-5,19[fluorescence artefact?]
Cc1ccc2cc(CN(CC3CCCO3)C(=S)Nc3ccccc3)c(=O)[nH]c2c1C (configuration not stated),12,17,-6,10,1.4,-11,0.3,-29,-26
N/C(=N\OC(=O)c1ccc2c(c1)OCO2)c1ccc(Br)cc1,12,7,5,4,1.9,-45,0.9,1,-6
CCOc1ccccc1N(CC(=O)Nc1ccc(S(=O)(=O)N2CCOCC2)cc1)S(=O)(=O)c1ccccc1,16,-10,2,6,-0.1,18,-1.2,3,24
O=C(/C=C/c1ccc(Br)cc1)NC1CCCCCC1,25,29,14,2,-0.2,-39,0.3,-17,-9
CCCC(=O)Nc1ccc(-c2nc3cc(C)ccc3o2)cc1,39,50,-4,18,1.4,-54,0.9,18,5
COCCNC(=O)c1onc(CSc2cccc(C)c2)c1C(=O)O,16,3,9,5,0.1,-10,0.4,-7,19
CCO/C=C1/C(=O)N(c2ccccc2OC)C(=O)c2ccccc21,-6,5,-1,0,-0.7,18,0.4,-12,12
Nc1ccccc1SCc1ccccc1Cl,8,-3,·,14,-1.1,5,-0.2,-18,-16
CC(=O)NCC1CCCN(Cc2cn(-c3ccccc3F)nc2-c2cc(C)sc2C)C1 (configuration not stated),5,10,-2,10,0.6,-9,0.5,16,-6
Cc1nc(CC(=O)Nc2nc(C(C)(C)C)cs2)cs1,8,-9,1,8,0.0,7,0.2,-22,5
O=c1c2ccccc2[nH]c(=S)n1Cc1ccc2c(c1)OCO2,32,25,1,4,0.5,-12,-0.2,-19,-9
O=C(Nc1ccccc1Oc1ccccc1)C1CC1,17,50,0,8,-0.8,0,-1.1,4,3
CCOC(=O)C(C)/C(C)=N\Nc1ccc([N+](=O)[O-])cc1[N+](=O)[O-] (configuration not stated),16,41,8,5,-0.6,-32,1.0,14,-5
CC(=O)N1CCn2c3ccc(C)cc3c3cccc1c32,24,-27,4,15,-0.2,-28,0.3,-34,-1
Cc1cc(C)nc(-n2nc(C)c(C3(O)C(=O)Nc4ccc(F)cc43)c2N)n1 (configuration not stated),10,0,0,15,2.1,3,0.9,17,-5
CC(NC(=O)C1CCN(c2nnc(-n3cccc3)s2)CC1)C12CC3CC(CC(C3)C1)C2 (configuration not stated),27,38,0,15,-1.4,10,0.0,-11,-7
Cc1ccc(/C=N/n2c(C)nnc2C)cc1,15,8,-1,11,0.1,26,0.9,26,11
CCOC(=O)CC(/C(C)=N\O)c1ccccc1 (configuration not stated),2,-8,-4,12,0.4,12,0.7,4,-11[fluorescence artefact?]
Cc1ccccc1NCc1ccccc1O,4,33,-6,7,-0.4,-21,0.0,-6,20
CCCCn1c(/N=C/c2ccc(N(C)C)cc2)nc2ccccc21,-3,22,0,15,0.2,0,0.3,-12,-12
COc1ccc(NC(=O)CC2CCCC2)cc1S(=O)(=O)N1CCCCC1,28,32,-2,11,3.0,-23,2.7,-17,6[fluorescence artefact?]
CC(=O)c1c(C)nn(CC(O)COc2ccc3ccccc3c2)c1C (configuration not stated),14,16,-1,5,4.5,-66,2.7,-16,-3
Cc1cccc(N2CCN(C(=O)C3CCN(S(=O)(=O)c4cccc5cccnc45)CC3)CC2C)c1 (configuration not stated),13,28,·,·,·,-1,·,·,-5
O=C(CSc1nnc(-c2cnccn2)n1Cc1ccco1)Nc1ccc(Br)cc1,7,22,6,8,-1.4,9,-0.4,-10,3
Cc1[nH]n(-c2cccc(Cl)c2)c(=O)c1C=NCC(C)C,27,1,4,6,-1.7,-85,-0.4,0,-12
C/C(=N\NC(=O)CSCc1ccc([N+](=O)[O-])cc1)c1ccccc1,-26,16,0,5,0.3,-35,0.7,6,-16
O=C(NCCc1ccc(Cl)cc1)/C(=C/c1cccnc1)NC(=O)c1ccccc1,-5,-2,5,10,0.7,22,0.1,-12,29[fluorescence artefact?]
Clc1nc(NCc2ccco2)nc(N2CCCCC2)n1,-1,30,5,10,2.1,-21,0.9,-2,-10
O=C(c1ccc2c(c1)OCO2)C1CCCN(Cc2cc(F)ccc2-n2cccn2)C1 (configuration not stated),16,-3,3,4,-0.2,9,0.5,-19,6
O=C(CCSc1ccccc1)N1CCCC1,2,-1,9,3,-0.2,7,1.2,24,-5
CCN(CC)CCCN(Cc1cc2cc3c(cc2[nH]c1=O)OCCO3)C(=O)Nc1ccccc1,-1,-10,5,4,-0.1,26,0.2,1,-5[fluorescence artefact?]
COc1cccc(CNC(=O)CCC2CCCN(C(=O)c3cccc(Cl)c3)C2)c1 (configuration not stated),-8,63,2,0,0.7,-34,0.2,-1,6
CCOC(=O)CSc1nnc(CNc2ccc(Cl)cc2)n1Cc1ccccc1,-3,37,7,15,7.1,2,1.4,-25,-5
O=C(N/C(=C\c1ccc(Br)cc1)C(=O)N1CCCC1)c1cccs1,-21,9,-2,8,1.6,-2,2.1,-3,-1
CCc1cc(=O)oc2c(CN3CCCC3)c(O)c(Cl)cc12,14,·,5,6,1.2,·,0.4,10,·
CC1=C(C(=O)O)N2C(=O)C(NC(=O)c3nn(C)cc3Cl)C2SC1 (configuration not stated),16,6,1,8,0.4,28,0.3,-9,-2
O=C(N/N=C\c1cn[nH]c1-c1ccccc1)c1cccnc1,11,-10,5,23,-0.5,-23,0.5,11,-3
